Source: PubChem BioAssay
TLR9-MyD88 inh = TLR9-MyD88 interaction inhibition | Q9NR96+Q99836 | CHO BLA complementation TLR9-MyD88, CCF4 FRET ratio | inhibition, % at 4.98 µM | hit rate 0.21% among 340,000;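 active means inhibition above the mean over all tested compounds plus 3 SD, cut at about 21% in these data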;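 further: 0% = DMSO only wells and 100% = clavulanate BLA inhibitor control wells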
SRC1 inh = human NCOA1 inhibition. HEK293 GAL4-SRC1 luciferase reporter, luminescence. hit rate 0.12% among 360,000. inhibition, % at 3.6 µM. Q15788;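 active means inhibition above the campaign mean plus 3 SD, with each screening campaign given its own cutoff, cut at about 60% in these data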;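 further: 0% = DMSO treated cells and 100% = gossypol at 36 µM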
ABHD5 PLIN5 PPI = inhibitors of human ABHD5-perilipin-5 interaction; Q00G26+Q8WTS1; Split G. princeps luciferase complementation, luminescence, 4 h; inhibition, % at 4 µM; hit rate 0.78% among 360,000;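 active means inhibition above the mean inhibition across every tested compound plus 3 SD, cut at about 22% in these data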;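 further: 0% = DMSO only wells and the 100% control is not disclosed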
SRC2 inh = inhibits human steroid receptor coactivator 2; inhibition, % at 9 µM; hit rate 0.17% among 370,000; Q15596; HEK293 GAL4-SRC2 luciferase reporter, luminescence;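 active means inhibition above the mean inhibition of all tested compounds plus 3 SD, set per campaign, cut at about 52% in these data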;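 further: 0% = DMSO treated cells and 100% = cells given Gossypol at 36 µM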
Granule exo inh = blocks lytic granule exocytosis | inhibition, % at 10 µM | TALL-104 LAMP-1 surface exposure, flow cytometry; cells stimulated with thapsigargin and PMA | AID 651702 | hit rate 0.66% among 360,000;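 active means inhibition above about 55%, limit read from the data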
NOD2-RIPK2 inh = NOD2-RIPK2 protein interaction inhibition; CHO BLA complementation NOD2-RIPK2, CCF4 ratio; inhibition, % at 4.98 µM; hit rate 0.38% among 360,000; AID 624267; in the data active means inhibition above about 21%;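 further: 0% = vehicle only and 100% = reference blocker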
Target sequence (O43353 whole entry, looked up): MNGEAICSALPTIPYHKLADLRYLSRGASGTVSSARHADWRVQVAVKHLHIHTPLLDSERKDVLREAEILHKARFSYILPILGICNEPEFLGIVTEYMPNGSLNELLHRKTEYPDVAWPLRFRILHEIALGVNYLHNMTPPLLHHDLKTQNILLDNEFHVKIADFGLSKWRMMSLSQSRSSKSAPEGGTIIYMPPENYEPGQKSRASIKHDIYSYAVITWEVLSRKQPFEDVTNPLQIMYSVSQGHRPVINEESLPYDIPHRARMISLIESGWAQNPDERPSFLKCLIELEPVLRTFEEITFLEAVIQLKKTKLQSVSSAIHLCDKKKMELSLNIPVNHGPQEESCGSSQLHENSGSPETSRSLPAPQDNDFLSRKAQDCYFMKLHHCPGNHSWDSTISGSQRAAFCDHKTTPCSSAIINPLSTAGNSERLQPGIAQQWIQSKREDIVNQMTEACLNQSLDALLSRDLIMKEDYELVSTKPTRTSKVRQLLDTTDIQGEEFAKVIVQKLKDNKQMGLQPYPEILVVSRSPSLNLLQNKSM
TWEAK Fn14 block = TWEAK-Fn14 signaling inhibition; TWEAK-stimulated Fn14 reporter cells, luciferase luminescence, 8 h; inhibition, % at 10 µM; hit rate 2% among 360,000; in the data active means inhibition above about 50%
LRH-1 inv ag = NR5A2 inverse agonism in reporter assay | HEK293T StAR-luciferase reporter, LRH-1 transfected, 24 h | inhibition, % at 3.6 µM | hit rate 0.13% among 360,000;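 active means inhibition above the mean inhibition of all tested compounds plus 3 SD, cut at about 73% in these data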;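 further: 0% = DMSO wells and 100% = reporter-only cells lacking LRH-1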
Target sequence (O00482 whole entry, looked up): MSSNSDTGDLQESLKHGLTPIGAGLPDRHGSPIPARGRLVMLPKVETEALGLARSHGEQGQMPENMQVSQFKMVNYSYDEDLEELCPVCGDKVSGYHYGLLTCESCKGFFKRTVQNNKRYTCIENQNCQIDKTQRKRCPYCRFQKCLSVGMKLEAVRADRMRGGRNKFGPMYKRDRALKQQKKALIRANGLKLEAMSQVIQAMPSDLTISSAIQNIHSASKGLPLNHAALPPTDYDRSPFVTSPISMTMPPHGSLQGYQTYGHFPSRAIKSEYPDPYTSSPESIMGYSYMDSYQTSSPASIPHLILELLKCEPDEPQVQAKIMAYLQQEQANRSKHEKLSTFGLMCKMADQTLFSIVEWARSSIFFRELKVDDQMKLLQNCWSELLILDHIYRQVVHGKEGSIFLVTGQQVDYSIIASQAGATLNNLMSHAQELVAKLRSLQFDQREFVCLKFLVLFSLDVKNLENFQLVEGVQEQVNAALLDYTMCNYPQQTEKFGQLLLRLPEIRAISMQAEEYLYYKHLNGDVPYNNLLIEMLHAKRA
COUP-TFII inh = blocks human COUP-TFII nuclear receptor; P24468; HEK293T NGFI-A luciferase reporter, luminescence; inhibition, % at 8.6 µM; hit rate 0.7% among 370,000; AID 686940;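 active means inhibition above a per-plate cutoff, mean inhibition of test wells between control levels plus 3 SD, cut at about 38% in these data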;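 further: cells cotransfected with COUP-TFII expression vector driving the NGFI-A reporter; 0% = median of COUP-TF2 test wells and 100% = reporter-only cells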
NCOA3 inh = inhibitors of human steroid receptor coactivator 3 (SRC3). HEK293 GAL4-SRC3 luciferase reporter, luminescence. inhibition, % at 3.6 µM. Q9Y6Q9. hit rate 0.17% among 360,000;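 active means inhibition above a per-campaign cutoff, the mean of all compounds plus 3 SD, cut at about 60% in these data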;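 further: 0% = DMSO-treated cells and 100% = gossypol-treated cells at 36 µM; higher means less SRC3-driven luciferase light from the GAL4 reporter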
TROY signal inh = blocks TROY-dependent signaling in reporter cells; AID 1347056; Q293 LMP1-TROYcd NF-kB luciferase reporter, 4 h; hit rate 0.98% among 360,000; inhibition, % at 10 µM;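 active means compounds whose plate-normalised and pattern-corrected inhibition of the luciferase reporter signal at the single screening dose is 50% or more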
* = called active by the depositor; / = no result given. Only part of the results is shown. The share of hits here may be higher or lower than overall.

SMILES	TLR9-MyD88 inh	SRC1 inh	ABHD5 PLIN5 PPI	SRC2 inh	Granule exo inh	NOD2-RIPK2 inh	TWEAK Fn14 block	LRH-1 inv ag	COUP-TFII inh	NCOA3 inh	TROY signal inh
O=C(Cn1c(=O)oc2ccccc21)Nc1ccc2c(c1)OCCO2	9.3	-2.3	-5.4	-1.4	6.9	-9.7	-46.3	-20.2	-1.3	-4.9	-4.0
O=C1CC(N2CCN(Cc3ccccc3)CC2)C(=O)N1c1ccccc1 (stereo not given)	-7.2	-5.9	7.2	6.6	3.2	-3.7	-2.6	1.0	-2.4	2.6	-17.2
NNC(=O)c1cc2ccccc2cc1O	7.5	54.8	-0.9	70.5*	-2.7	-2.4	90.9*	25.3	27.2	62.0*	21.1
O=C(c1ccccc1)c1ccccc1C(=O)N1CCN(Cc2ccccc2F)CC1	1.1	11.0	-2.1	-7.3	0.1	3.9	4.8	11.9	-0.7	3.9	-2.1
COc1ccc(C(=O)N2CCCCCCC2)cc1OC1CCN(C(C)C)CC1	3.9	2.3	11.2	16.7	0.4	-17.3	8.8	10.2	27.4	12.3	2.2
O=C(Nc1ccc(S(=O)(=O)N2CCCCCC2)cc1)C1CCCO1 (stereo not given)	-3.6	-11.1	3.8	2.1	-1.6	-7.9	9.5	11.0	8.4	2.1	-24.1
CC(C)C(=O)Nc1c(-c2cccs2)c(=O)c2ccccc2n1C	-7.2	6.7	5.9	-12.6	4.8	1.5	-15.5	-2.8	-14.3	-7.7	-11.6
CC(C)(C)C(=O)c1c(N)[nH]c(C(=O)c2ccccc2)c1-c1ccc(Br)cc1	/	/	-5.6	-0.9	-7.7	-4.2	14.9	7.5	7.1	/	-4.9
CCCCCC(=O)N1C[C@@H](O)[C@H](n2cc(COC(=O)c3ccccc3)nn2)C[C@@H]1c1ccccc1	-6.7	-16.6	-4.0	3.0	-2.3	-0.9	-1.5	-19.4	13.4	5.6	7.0
CCOc1cc(C)c(Cl)cc1S(=O)(=O)NCc1ccc2c(c1)OCO2	2.8	5.9	6.9	-11.6	1.9	-3.3	15.8	-6.7	5.4	4.6	-1.3
O=C(C=Cc1ccc2c(c1)OCO2)OCC=Cc1ccc2c(c1)OCO2	8.4	-38.5	4.1	2.1	1.6	2.7	-2.1	4.7	-2.3	-14.9	10.7
Cc1ccccc1NC(=O)CSc1ccncc1	0.7	-20.1	-1.2	-16.0	-2.4	-2.5	-9.5	11.0	-2.0	3.1	-39.6
CCOC(=O)C1CCN(C(=O)CN(c2ccc3c(c2)OCO3)S(C)(=O)=O)CC1	-1.4	5.3	2.9	-9.4	-5.4	3.7	9.2	8.3	11.4	-10.1	3.5
COc1ccc(-c2[nH]nc3c2C(c2ccccc2OC(=O)N2CCOCC2)C(C#N)=C(N)O3)cc1 (stereo not given)	-0.9	7.3	0.5	-13.4	4.1	4.3	6.4	5.9	22.3	0.5	14.9
COc1ccc(C(=O)Nc2cccc(-c3nnc(-c4ccco4)o3)c2)cc1	-4.7	-3.5	7.2	11.6	1.3	-0.4	56.9*	-27.1	8.2	-12.1	22.9
COc1c(C)cc(C(=O)C2CCCN(C(=O)c3cccc(-n4cccn4)c3)C2)cc1C (stereo not given)	0.5	-19.8	0.8	-12.1	0.1	2.6	-32.4	-26.8	8.8	3.9	11.7
C=CCNC(=O)C12CC3CC(C1)CC(C(=O)NCC=C)(C3)C2	-5.0	5.9	-0.4	-18.0	-2.8	-7.2	-5.1	-2.5	2.9	-1.4	14.2
COc1ccc(CCCc2n[nH]c(=S)o2)cc1	4.7	2.5	2.6	-11.4	-3.7	2.2	7.9	-6.2	9.4	2.7	-2.3
CCc1ccccc1N(CC(=O)N1CCc2ccccc2C1)S(C)(=O)=O	3.5	11.9	-4.1	4.5	-3.4	1.4	8.6	-11.4	12.8	3.5	17.3
CC(C)C[C@H]1CNC(=O)C(=O)N1CC1CCN(CCC(C)(C)C)CC1	12.9	-0.3	-1.0	-20.8	-1.1	-6.1	-7.7	-2.1	-6.5	-6.0	2.7
COCC(=O)n1cc(C(=O)OC)c2ccccc21	2.1	-2.0	1.2	3.0	4.0	-6.0	-7.7	2.5	-30.8	12.6	-19.9
COc1ccc(S(=O)(=O)CCC(=O)N2CC(=O)N(CCc3ccccc3)C(=O)C2)cc1	12.7	6.1	-4.7	-3.4	-2.2	-9.1	5.4	1.9	5.3	4.1	-1.5
COCCNC(=O)C1(C)CCN(C(=O)c2sc(-c3ccccc3)nc2C)C1 (stereo not given)	/	-14.9	-10.4	1.5	11.5	-14.4	0.0	26.2	1.3	-11.3	-21.4
Cc1ccc2nc(-c3ccccc3)cc(C(=O)N3CCc4ccccc4C3)c2c1	-2.5	-6.1	-4.4	-13.9	0.4	10.4	11.2	23.7	23.9	-6.9	16.3
Cc1ccccc1NC(=S)Nc1ccccn1	-8.9	-9.7	6.0	-6.4	-8.0	-12.6	9.2	-6.0	3.7	-22.1	-10.7
COc1ccc(CCNC(=O)CSc2nc3[nH]ncc3c(=O)n2-c2ccccc2Br)cc1OC	-1.5	-0.6	-1.4	-6.1	-2.2	-4.9	-3.8	46.7	7.5	-1.6	10.0
CCCCCC(=O)Nc1cccc(C2=NOC3(C2)C[C@H](C(N)=O)N(C(=O)CCCCC)C3)c1 (stereo not given in full)	-2.0	-13.8	0.9	12.6	-7.1	-14.0	-0.3	32.9	-6.7	-7.3	-4.9
CCOc1ccc(NS(=O)(=O)c2ccc(C(=O)N3CCCC3)cc2)cc1	-5.5	-7.8	15.4	16.5	-0.2	11.3	-11.5	24.9	-5.7	-0.4	-29.0
COc1cc2c(cc1NC(=O)COC(=O)[C@@H](NS(=O)(=O)c1cccc(Cl)c1)C(C)C)oc1ccccc12	-5.0	-3.7	1.4	-2.6	-7.5	-12.1	14.8	4.2	-1.3	3.6	-15.7
Cc1cc(C)n(CC(=O)Nc2ccc([N+](=O)[O-])cc2)n1	2.1	8.1	-2.5	6.1	2.3	7.0	-2.4	-8.8	0.5	11.2	-10.3
CCCNC(=O)c1nc(C)n(-c2ccc([N+](=O)[O-])cc2)n1	/	7.1	0.9	10.5	-0.2	-7.7	-7.4	1.4	-13.3	7.0	7.8
COCCNC(=O)c1ccc(C2SCC(=O)N2Cc2ccco2)cc1 (stereo not given)	-11.8	2.5	8.3	10.7	-14.4	-8.3	-7.0	-6.2	3.5	1.4	-1.1
Cn1c(=O)n(C)c2cc(S(=O)(=O)O)ccc21	1.2	-0.9	-7.2	9.7	-2.7	8.1	-11.5	-16.2	-12.6	1.9	21.6
CCCCCCSc1ccc([C@H]2N[C@@](C)(C(=O)OC)[C@H]3C(=O)N(C)C(=O)[C@@H]23)cc1	0.9	-9.4	-5.3	8.8	-1.5	6.2	13.6	3.1	12.3	1.7	31.8
CC1(C(=O)NCCCN2CCCC2=O)CCN1CCc1ccccc1 (stereo not given)	/	10.4	-11.1	-16.0	-11.8	-7.3	6.4	-14.8	5.0	-25.7	-4.6
O=C(c1ccc(Cl)c(S(=O)(=O)N2CCCCCC2)c1)N1CCN(CCO)CC1	-9.8	-0.7	5.0	-37.9	0.1	-8.4	1.5	-2.5	-2.8	3.2	13.2
COc1ccc(/C=C2\SC(=O)N(CC(=O)N(C)C3CCS(=O)(=O)C3)C2=O)cc1 (stereo not given)	0.6	-0.9	-0.4	-10.2	-1.9	2.9	7.3	-17.8	-6.0	-25.2	-42.0
CCCCc1ccc(NS(=O)(=O)N(C)C)cc1	5.5	1.2	-12.9	6.4	-1.6	-15.3	0.2	-12.4	7.9	16.9	-20.9
CSc1ncccc1C(=O)OCC(=O)NCCC1=CCCCC1	0.2	16.6	-6.4	19.0	-6.1	2.1	-11.2	3.2	-0.4	11.4	-16.1
C[C@@H]1Cc2c(O)c(O)cc(O)c2C(=O)O1	-16.2	6.6	-9.2	/	4.4	0.7	-3.8	10.6	/	-4.0	2.8
CN(CC(=O)Nc1ccc(N2CCOCC2)cc1)Cc1cc(=O)n2ccsc2n1	2.2	-7.2	-2.2	-15.1	3.9	-5.4	7.8	25.9	-5.8	14.1	3.1
CCOC(=O)/C(C#N)=C/c1ccc(OCC(=O)Nc2ccc(OC)cc2)c(OC)c1	5.4	-2.1	-6.8	-11.4	-3.4	0.1	-3.5	16.5	15.0	11.7	14.9
Cc1ccc(C)c(NC(=O)C2Cc3ccccc3CN2C(=O)OCc2ccccc2)c1 (stereo not given)	-10.2	-12.5	0.0	-5.0	0.8	-6.4	7.7	3.2	-3.0	-0.9	10.9
C/C(CCc1ccc2c(c1)OCO2)=N\N=C1\NC(=O)CC(C(=O)Nc2ccc(C(=O)O)cc2)S1 (stereo not given)	-4.7	7.3	4.8	-21.7	-1.1	-19.0	2.1	3.4	9.5	-7.9	17.6
CCc1cccc(C)c1NC(=O)CN(C)S(=O)(=O)c1ccc(-c2ccc(=O)[nH]n2)s1	-6.9	-53.3	-2.4	-13.9	-1.4	15.2	-26.5	-6.5	4.7	-0.6	8.9
C#CCNC(=O)c1cc(-c2ccccc2)sc1N	/	/	-20.5	21.8	-13.4	-15.2	/	-11.6	-14.0	/	/
Cc1cccc(C(=O)OCC(=O)N(C)CC(=O)Nc2ccc(Cl)c(C(F)(F)F)c2)c1	0.9	-6.6	-3.1	20.6	-2.3	-4.7	-14.9	0.8	21.6	18.6	1.9
CCCCC/S(CC1CC1(Cl)Cl)=N\S(=O)(=O)c1ccc(C)cc1 (stereo not given)	1.7	-4.0	4.3	17.9	1.5	11.7	-0.7	12.2	10.2	10.4	-3.3
Cc1occc1-c1nnc(SCC(=O)c2ccc(F)cc2)n1Cc1ccco1	3.4	-14.0	6.6	-21.6	10.8	11.3	-15.1	2.6	5.3	18.9	-34.4
COc1ccc(-c2c(C)nc3c(-c4ccc(F)cc4)cnn3c2N)cc1	2.6	-54.0	-2.7	-30.8	-1.3	3.5	46.4	-31.4	-42.4	-60.6	55.2*

Of the compounds above, these contain bromine:
SMILES	TLR9-MyD88 inh	SRC1 inh	ABHD5 PLIN5 PPI	SRC2 inh	Granule exo inh	NOD2-RIPK2 inh	TWEAK Fn14 block	LRH-1 inv ag	COUP-TFII inh	NCOA3 inh	TROY signal inh
CC(C)(C)C(=O)c1c(N)[nH]c(C(=O)c2ccccc2)c1-c1ccc(Br)cc1	/	/	-5.6	-0.9	-7.7	-4.2	14.9	7.5	7.1	/	-4.9
COc1ccc(CCNC(=O)CSc2nc3[nH]ncc3c(=O)n2-c2ccccc2Br)cc1OC	-1.5	-0.6	-1.4	-6.1	-2.2	-4.9	-3.8	46.7	7.5	-1.6	10.0

Other records follow:
SMILES	TLR9-MyD88 inh	SRC1 inh	ABHD5 PLIN5 PPI	SRC2 inh	Granule exo inh	NOD2-RIPK2 inh	TWEAK Fn14 block	LRH-1 inv ag	COUP-TFII inh	NCOA3 inh	TROY signal inh
O=C(C1CC1)N(CCN(C(=O)C1CC1)c1ccccc1)c1ccccc1	-0.8	-49.3	-3.1	-38.2	3.5	-0.7	11.1	-5.7	-2.2	-11.4	3.6
CCOc1ccc(N2CCc3c(C)nc(SC)nc32)cc1	-7.6	-16.4	-6.7	-8.2	0.2	-6.8	-3.0	-5.2	-0.8	5.8	-0.4
COc1ccc(/C=N/N=C/c2ccc(OC)cc2)cc1	12.2	-29.2	0.8	-33.2	-2.4	-2.4	-26.4	-40.2	-20.0	-26.3	-48.8
CCN(CC)S(=O)(=O)c1cccc(-c2n[nH]c(=S)n2C(C)COC)c1 (stereo not given)	-2.0	-16.9	-5.3	3.8	-4.6	-1.5	3.9	4.9	-12.5	2.6	9.3
